High-throughput results from PubChem.
TCR CD3 inh – inhibitors of human TCR-CD3 interaction, primary screen, biochemical, fluorescence, TAMRA-labeled TCR probe; inhibition, % at 9.4 µM; T-cell receptor (TCR); 360,000 tested, 0.37% active; in the data active = inhibition above about 19%;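 also: recombinant mutant TCR 2C K166C tagged with TAMRA read by polarization; 0% = receptor in buffer alone and 100% = receptor with positive control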
PRMT1 FP inh – PRMT1 methyltransferase inhibitors, primary screen, biochemical, fluorescence polarization | recombinant PRMT1, activity-based probe fluorescence polarization | inhibition, % at 2.79 µM | 370,000 tested, 1.3% active | AID 652257, 2013;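 active = inhibition above about 21% made by adding two undisclosed values, limit read from the data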
Target sequence (Q99873 whole entry, looked up): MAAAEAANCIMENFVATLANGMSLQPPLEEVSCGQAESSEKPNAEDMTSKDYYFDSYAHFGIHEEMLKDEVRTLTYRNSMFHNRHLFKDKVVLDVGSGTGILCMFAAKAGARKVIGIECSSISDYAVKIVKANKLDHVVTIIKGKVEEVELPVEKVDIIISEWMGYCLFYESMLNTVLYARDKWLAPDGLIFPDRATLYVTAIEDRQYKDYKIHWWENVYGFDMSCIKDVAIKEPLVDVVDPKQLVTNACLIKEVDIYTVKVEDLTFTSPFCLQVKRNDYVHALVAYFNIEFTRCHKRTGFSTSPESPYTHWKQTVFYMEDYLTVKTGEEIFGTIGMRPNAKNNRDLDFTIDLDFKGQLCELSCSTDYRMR
GC-A act – GC-A stimulated cGMP production enhancers – HEK293 GC-A cells, cGMP TR-FRET, EC30 ANP, primary screen; Atrial natriuretic peptide receptor 1 (Homo sapiens), P16066; 0% at EC30 ANP, 100% saturating ANP; activation, % at 10 µM; 370,000 tested, 0.14% active; AID 1671463, 2021; in the data active = activation above about 40%
rCAG RNA binder – binders of r(CAG) RNA repeats, primary screen, biochemical, fluorescence; r(CAG) RNA repeat, TO-PRO-1 dye displacement fluorescence; inhibition, % at 3 µM; 370,000 tested, 1.3% active;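 active = inhibition above the plate cutoff, the mean of all test compounds on that plate plus 3 SD, cut at about 35% in these data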;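 also: 0% = DMSO alone and 100% = 100 µM mitoxantrone as full dye displacement; higher means more dye released from RNA so lower well fluorescence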
MBD2 DNA inh – inhibitors of MBD2 binding to methylated DNA, primary screen, biochemical, TR-FRET, DNA-binding domain, human | 370,000 tested, 0.31% active | MBD2 binding to methylated oligonucleotide | inhibition, % at 4.4 µM | AID 686964, 2013; in the data active = inhibition above about 13%
SIAE inh – human SIAE inhibitors, primary screen, biochemical, fluorescence polarization, FP-Rh probe, 1536-well HTS | inhibition, % at 9.66 µM | 370,000 tested, 0.69% active | SIAE FP-Rh probe binding | AID 1053197, 2014 | Sialate O-acetylesterase (Homo sapiens), Q9HAT2;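 active = inhibition above a cutoff: mean of compounds within the control limits plus 3 SD of those, cut at about 17% in these data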;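 also: 0% = plate median of compound wells and 100% = probe without SIAE protein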
Target sequence (Q9HAT2 whole entry, looked up): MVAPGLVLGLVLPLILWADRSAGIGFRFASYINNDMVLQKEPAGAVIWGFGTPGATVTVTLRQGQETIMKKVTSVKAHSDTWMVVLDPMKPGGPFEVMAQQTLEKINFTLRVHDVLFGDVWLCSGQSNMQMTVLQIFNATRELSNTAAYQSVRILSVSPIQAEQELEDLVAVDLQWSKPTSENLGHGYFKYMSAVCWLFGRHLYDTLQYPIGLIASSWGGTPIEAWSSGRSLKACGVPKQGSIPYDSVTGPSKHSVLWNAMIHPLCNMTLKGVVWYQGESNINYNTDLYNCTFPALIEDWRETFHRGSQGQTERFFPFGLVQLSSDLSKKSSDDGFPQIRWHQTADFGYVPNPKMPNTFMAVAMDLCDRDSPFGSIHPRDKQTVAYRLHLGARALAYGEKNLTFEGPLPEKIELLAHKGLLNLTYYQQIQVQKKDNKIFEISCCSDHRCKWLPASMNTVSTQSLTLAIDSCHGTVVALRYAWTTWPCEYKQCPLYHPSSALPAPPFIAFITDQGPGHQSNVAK
UHRF1 MBD2 ctr – UHRF1 methylated DNA binding inhibitors, primary screen, counter-screen for MBD2 inhibitor project, biochemical, TR-FRET, human UHRF1, single concentration; UHRF1 binding to methylated oligo; inhibition, % at 4.4 µM; E3 ubiquitin-protein ligase UHRF1 (Homo sapiens), Q96T88; AID 687016, 2013; 370,000 tested, 0.75% active; in the data active = inhibition above about 21%;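 also: UHRF1 SRA domain binding a hemimethylated CpG hairpin DNA probe; 0% = median of test compound wells and 100% = reference inhibitor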
GC-B act – human GC-B receptor activators, primary screen, HEK293 GC-B cells, cGMP TR-FRET, EC30 CNP | 370,000 tested, 0.11% active | activation, % at 10 µM | Atrial natriuretic peptide receptor 2 (Homo sapiens), P20594 | 0% at EC30 CNP, 100% saturating CNP | AID 1920062, 2024;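 active = activation at 10 µM reaching about 35% in either raw or pattern-adjusted values, limit read from the data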
ABHD4 inh – ABHD4 inhibitors, primary screen, biochemical, fluorescence polarization, mouse; 370,000 tested, 0.54% active; inhibition, % at 8.92 µM; (Lyso)-N-acylphosphatidylethanolamine lipase (Mus musculus), Q8VD66; AID 720543, 2013; purified mABHD4, FP-Rh probe fluorescence polarization;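 active = inhibition exceeding the mean over every tested compound plus 3 SD, cut at about 30% in these data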;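 also: 0% = plate median of compound wells and 100% = S159A mutant with DMSO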
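Doses – 8.92 µM, single dose · Material – wild-type mouse ABHD4 protein · Replication – single well per compound (singlicate) · Measure – percent inhibition of probe binding, normalized to plate controls · Schedule – 45 min compound pre-incubation plus 60 min probe step, 25 °C · Detection – fluorescence polarization with parallel and perpendicular emission, 525/598 nm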
HTRA1 inhibitor – HTRA1 serine protease inhibitors, primary screen, biochemical, fluorescence polarization, HTS. Q92743. recombinant HTRA1, FP-rhodamine activity-based probe. inhibition, % at 5.96 µM. 340,000 tested, 0.5% active. AID 504803, 2011; in the data active = inhibition above about 36%;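 also: 0% = enzyme with DMSO and 100% = wells lacking enzyme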
Active calls of the source: *; . = no result given. Some of the compounds tested. The share of hits here may be higher or lower than overall.

| SMILES | MBD2 DNA inh | GC-A act | ABHD4 inh | rCAG RNA binder | TCR CD3 inh | UHRF1 MBD2 ctr | PRMT1 FP inh | GC-B act | SIAE inh | HTRA1 inhibitor |
| --- | --- | --- | --- | --- | --- | --- | --- | --- | --- | --- |
| C[C@H](CO)N1C[C@H](C)[C@@H](CN(C)C(=O)CC2CC2)Oc2cc(Br)ccc2S1(=O)=O | -8 | -2 | -11 | 1 | 5 | -1 | -4 | -2 | -7 | 1 |
| CC(C)(C)NS(=O)(=O)c1ccc(CCC(=O)N2CCCCC2)cc1 | -7 | 1 | 0 | -4 | -4 | -1 | -4 | -5 | 9 | -6 |
| CC(Sc1nnc(-c2cccnc2)o1)C(=O)NC1CCCC1 (stereo not given) | -3 | 0 | 8 | 2 | -3 | -2 | -2 | 5 | -7 | 0 |
| CCc1ccc(CN(C)C(=O)c2cc(=O)c3ccccc3o2)cc1 | -2 | 0 | -7 | -1 | 5 | 0 | -7 | -3 | -4 | -15 |
| COCCN(C(=O)c1csnn1)C(C(=O)NC1CCCCC1)c1ccc(C)cc1 (stereo not given) | -5 | -1 | 0 | -3 | 4 | 0 | -3 | -1 | -4 | 7 |
| COc1ccc(/C=C2/C(=O)N=C3SCCN32)cc1 | -2 | -4 | 19 | 8 | 1 | 2 | 6 | -9 | 6 | -7 |
| O=C(c1cc2sccc2n1Cc1ccc(F)cc1)N1CCN(c2nc3ccccc3s2)CC1 | -1 | 0 | 0 | 4 | 2 | 0 | -3 | -5 | -3 | -27 |
| Cc1cc(OCC(=O)Nc2nnc(C3CC3)s2)ccc1[N+](=O)[O-] | 0 | -2 | 0 | 2 | 10 | -1 | 0 | 1 | -2 | 5 |
| COC(=O)C[C@H]1CC[C@H]2[C@H](COc3ccc(NC(=O)Cc4cccs4)cc3C(=O)N2C)O1 | -2 | 1 | 11 | 4 | . | -1 | -2 | -9 | 2 | . |
| Cc1cc(C([O-])=C(C(=S)Nc2ccc(F)cc2)[n+]2ccccc2)c(C)n1-c1ccc(F)cc1 | -4 | -1 | 9 | 10 | -17 | -3 | 1 | 1 | 5 | 27 |
| CCOc1ccc(NC(=O)c2ccccc2NC(=O)CN2CCCCCC2)cc1 | -2 | -3 | 3 | -3 | -3 | 0 | -2 | -2 | -4 | -7 |
| CCOc1cc2[nH]c(=O)n(CCC(=O)N3CCN(c4ccccc4OC)CC3)c(=O)c2cc1OCC | -1 | 1 | -3 | -3 | 0 | -1 | -1 | -1 | 4 | 10 |
| N#Cc1ccsc1NC(=O)CN1CCN(S(=O)(=O)c2cc(Cl)ccc2Cl)CC1 | -6 | -7 | -7 | 4 | 3 | -5 | 2 | -6 | -2 | -37 |
| O=C(COc1ccc(Cl)cc1Cl)N/N=C/c1cccnc1 | 2 | 3 | -9 | -1 | 5 | -2 | -1 | 0 | 2 | -9 |
| O=[N+]([O-])c1ccc(-c2ccc(/C=N/Nc3nc(N4CCCC4)nc(N4CCCC4)n3)o2)cc1 | -2 | 2 | 5 | 0 | 3 | 0 | -6 | 3 | 5 | -5 |
| COc1ccc([N+](=O)[O-])cc1NS(=O)(=O)c1ccc(Cl)c(C(=O)Nc2sc3c(c2C#N)CCCCC3)c1 | -2 | -5 | 6 | 6 | 8 | -2 | -1 | -6 | 4 | . |
| C=CCC[C@H](Cc1ccc(F)cc1)C(=O)OC[C@@H](NC(=O)[C@@H](CC=C)CC(=O)N[C@@H](CO)Cc1ccccc1)C(C)(C)C | 2 | -5 | -11 | -2 | 4 | -1 | -1 | -3 | -5 | -39 |
| Nc1c(C(=O)NCc2ccccc2)c2nc3ccccc3nc2n1-c1ccc2c(c1)OCO2 | -11 | -8 | 7 | 3 | 0 | -7 | 1 | -4 | 0 | 6 |
| COC(=O)CN1C(=S)N(C)C(=O)C1CC(=O)Nc1ccccc1 (stereo not given) | 6 | 2 | 2 | 0 | 7 | 3 | 0 | 3 | -2 | 3 |
| COc1ccc(NC(=O)Nc2ccc3c(c2)C(=O)N([C@H](C)CO)C[C@H](C)[C@@H](CN(C)S(=O)(=O)c2cccs2)O3)cc1 | -3 | 1 | -5 | 8 | 6 | 2 | -3 | 5 | 3 | -1 |
| COc1cccc(CN(C)C(=O)CSc2nc3ccccc3[nH]2)c1OC | -5 | 3 | -2 | 1 | 3 | 0 | -2 | -4 | -2 | -3 |
| COc1ccc2nc(Nc3nc(C)c(CCC(C)C)c(=O)[nH]3)nc(C)c2c1 | 4 | 8 | 6 | 7 | -7 | 0 | -1 | 5 | -4 | 6 |
| O=C(O)[C@H](Cc1ccccc1)NC(=O)N1CCC(Cc2ccccc2)CC1 | 6 | 0 | 0 | 3 | -6 | 0 | 3 | 1 | 1 | 1 |
| O=C1CCN(Cc2ccccc2)S(=O)(=O)c2c(F)cc(F)cc21 | -4 | 1 | 0 | -1 | 7 | -2 | 0 | 7 | -3 | -3 |

Exported with each value named: two of the compounds above
> C=CCC[C@H](Cc1ccc(F)cc1)C(=O)OC[C@@H](NC(=O)[C@@H](CC=C)CC(=O)N[C@@H](CO)Cc1ccccc1)C(C)(C)C
  MBD2 DNA inh: 2; GC-A act: -5; ABHD4 inh: -11; rCAG RNA binder: -2; TCR CD3 inh: 4; UHRF1 MBD2 ctr: -1; PRMT1 FP inh: -1; GC-B act: -3; SIAE inh: -5; HTRA1 inhibitor: -39

> Nc1c(C(=O)NCc2ccccc2)c2nc3ccccc3nc2n1-c1ccc2c(c1)OCO2
  MBD2 DNA inh: -11; GC-A act: -8; ABHD4 inh: 7; rCAG RNA binder: 3; TCR CD3 inh: 0; UHRF1 MBD2 ctr: -7; PRMT1 FP inh: 1; GC-B act: -4; SIAE inh: 0; HTRA1 inhibitor: 6

Continuation.
| SMILES | MBD2 DNA inh | GC-A act | ABHD4 inh | rCAG RNA binder | TCR CD3 inh | UHRF1 MBD2 ctr | PRMT1 FP inh | GC-B act | SIAE inh | HTRA1 inhibitor |
| --- | --- | --- | --- | --- | --- | --- | --- | --- | --- | --- |
| Cc1ccc(C)c(NC(=O)CSc2cccc3cccnc23)c1 | -4 | -6 | -7 | -1 | 4 | -1 | -1 | -7 | 7 | 8 |
| COc1cccc(CC2(CO)CCCN(Cc3ccc(OC)c(C)c3OC)C2)c1 (stereo not given) | 2 | -47 | 5 | -8 | -4 | 2 | 1 | -25 | -2 | 2 |
| CSCC[C@H](NC(=O)OC(C)(C)C)C(=O)N/N=C/c1cc2ccc(C)cc2nc1Cl | 0 | 2 | 0 | 3 | 3 | -1 | 3 | -1 | 2 | -11 |
| O=C(O)CCCN=C1NC2(CCCC2)Cc2ccccc21 | -1 | -1 | -7 | -1 | -2 | 2 | 5 | 4 | 1 | 10 |
| CC1(Cc2ccc(OC(F)(F)F)cc2)C(=O)Nc2ccc(S(=O)(=O)NC3CCCCC3)cc21 (stereo not given) | 2 | -3 | -22 | -1 | -1 | 1 | -1 | 1 | -17 | . |
| CCC(O)(c1ccccc1)C(CN1CCOCC1)c1ccccc1 (stereo not given) | 1 | -12 | 1 | -8 | -3 | 0 | 2 | -3 | -4 | -7 |
| CCc1sc(C(=O)Nc2nc(C)cs2)cc1C | 4 | 5 | 11 | 0 | 4 | 1 | 2 | 5 | 3 | -19 |
| Clc1cccc(CNCCNCc2cccc(Cl)c2)c1 | 0 | -10 | 5 | -3 | 4 | -1 | 0 | -10 | -3 | 1 |
| COc1ccc(NC(=O)N2CCN(S(C)(=O)=O)CC2)cc1OC | -4 | 4 | 7 | 0 | 2 | -1 | -1 | -1 | -3 | -6 |
| Cc1ccc(C(=O)CSc2nc3ccccc3c(=O)[nH]2)cc1 | 2 | -3 | -8 | 3 | 5 | -1 | 1 | -6 | -3 | -11 |
| O=C(NCC1CCCO1)c1cccc(Oc2ccc([N+](=O)[O-])cc2Cl)c1 (stereo not given) | -8 | 6 | -5 | -5 | 7 | 1 | -5 | 13 | 4 | -8 |
| Cc1cccn2c(=O)c3cc(S(=O)(=O)c4ccccc4)c(=N)n(Cc4cccnc4)c3nc12 | 6 | 1 | 5 | -2 | -2 | -3 | 1 | 4 | -9 | 0 |
| O=C(O)CC(NC(=O)Cc1ccc([N+](=O)[O-])cc1)c1ccc2c(c1)OCO2 (stereo not given) | 6 | 6 | 6 | 11 | -4 | -1 | -2 | 1 | 4 | 5 |
| COc1ccc(C(=O)O/N=C(\N)c2ccc(OC)c(OC)c2)cc1 | -3 | 7 | 4 | 0 | 10 | -1 | -4 | -3 | -5 | -6 |
| O=C1CC(c2ccco2)Sc2nc3ccccc3n21 (stereo not given) | 0 | -5 | 5 | 11 | -1 | 4 | 16 | -7 | 5 | 9 |
| CCCc1nc2nc(C)c(NS(=O)(=O)c3ccc4c(c3)CCCC4)c(=O)n2[nH]1 | 1 | 1 | -3 | 21 | 1 | 1 | -1 | 3 | -1 | 1 |
| O=Cc1cc([N+](=O)[O-])ccc1N1CCOCC1 | 4 | 1 | 7 | 6 | -4 | -1 | 3 | 5 | 2 | 2 |
| O=C(Cn1c(=O)oc2ccccc21)Nc1nnc(N2CCCCCC2)s1 | 2 | 1 | -8 | 2 | 2 | -2 | -7 | 2 | 1 | 7 |
| COc1ccc(C)c2sc(NC(=O)C3CC3)nc12 | 0 | 4 | 0 | -1 | -9 | 1 | 3 | -6 | -8 | -6 |
| NC(=O)COc1ncn(-c2ccccc2)n1 | 4 | -2 | -3 | 3 | -7 | 1 | 2 | -3 | 2 | 1 |
| CCOC(=O)[C@H]1[C@H]2COc3ccccc3[C@@H]2N2C(=O)c3c(C)cc(C)cc3NC(=O)[C@@]12C | 2 | -6 | -3 | 11 | -7 | 3 | 2 | -6 | 1 | -18 |
| CCCCn1nnc(NC(=S)NC(=O)c2ccc(OCC)c([N+](=O)[O-])c2)n1 | 1 | 1 | -2 | 4 | -2 | 1 | 0 | -3 | 2 | 2 |
| c1ccc(-c2nnc3sc(-c4cc5ccccc5o4)nn23)cc1 | 1 | 7 | -8 | 5 | 2 | 1 | 2 | -2 | -8 | -22 |
| CCC(=O)c1ccc(OCC(=O)NCC2COc3ccccc3O2)cc1 (stereo not given) | -3 | -1 | 4 | 3 | 3 | -1 | -1 | -1 | -2 | 3 |
| COc1ccc(OC(C)=O)c(C2c3cc(OC)c(OC)cc3CCN2C(C)=O)c1 (stereo not given) | 2 | -7 | -2 | -5 | -4 | 1 | 2 | -2 | -2 | 6 |
| Cc1ccc(C)c(NC(=S)NC(C)C(c2cccs2)N2CCOCC2)c1 (stereo not given) | -4 | -3 | -1 | 1 | -4 | 0 | -4 | -1 | -2 | -4 |
| CSc1ccccc1NC(=O)CN(C)CC(=O)NCC(=O)Nc1ccc(F)cc1 | 2 | 1 | 6 | -3 | -4 | 0 | -3 | -6 | 2 | 5 |
| Cc1ccc(S(=O)(=O)NCCC(=O)N2CCCCCC2)cc1 | 0 | 2 | -1 | -1 | 14 | -1 | 3 | -4 | -14 | 1 |
| CCCCn1c(N)c(N(CC(C)C)C(=O)CSc2ccc3c(c2)OCCO3)c(=O)[nH]c1=O | 5 | 3 | 7 | 1 | -4 | 2 | 9 | 5 | 1 | 7 |
